Bioassay records (PubChem BioAssay)
TNAP act mid DEA – activators of human TNAP at intermediate phosphate acceptor; P05186; purified TNAP, CDP-star luminescence, 100 mM DEA, 30 min; stronger effect = higher value; scale: 0 levamisole-inhibited, 1 vehicle-only enzyme; activation factor at 20 µM; 64,000 tested, under 10 active; AID 813;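 active = activation factor of at least 2 at 20 µM, relative to controls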
FXIIa mix inh – blocks human factor XIIa in pooled compound mixtures. inhibition, % at 5 µM. AID 684. purified FXIIa, fluorogenic substrate. 62,000 tested, 0.2% active. P00748; in the data active = inhibition above about 20%, passing the limit was not always enough;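 note: 0% = enzyme without compound and 100% = no enzyme blank; some results filed as inactive read as strong as hits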
MKP-1 inh – human dual specificity phosphatase 1 inhibition. 65,000 tested, 0.15% active. P28562. inhibition, %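 (compounds tested at a single concentration somewhere between 10 and 100 µM)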. recombinant MKP-1, OMFP hydrolysis fluorescence;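 active = inhibition above about 50%, limit read from the data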;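 note: 0% = DMSO max control wells and 100% = wells with enzyme stopped by NaOH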
Target sequence (P28562 whole entry, looked up): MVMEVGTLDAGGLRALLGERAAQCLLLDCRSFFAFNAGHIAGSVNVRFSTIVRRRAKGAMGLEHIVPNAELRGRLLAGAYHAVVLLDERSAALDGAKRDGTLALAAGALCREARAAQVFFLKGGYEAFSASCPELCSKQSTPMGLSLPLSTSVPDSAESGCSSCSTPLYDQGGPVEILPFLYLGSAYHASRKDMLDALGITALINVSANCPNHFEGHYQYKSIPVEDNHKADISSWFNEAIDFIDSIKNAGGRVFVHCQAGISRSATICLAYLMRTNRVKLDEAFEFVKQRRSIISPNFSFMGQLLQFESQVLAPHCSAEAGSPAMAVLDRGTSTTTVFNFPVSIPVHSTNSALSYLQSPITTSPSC
Cdc25B inh – inhibitors of human Cdc25B phosphatase | P30305 | recombinant Cdc25B, OMFP fluorescence Ex485/Em525 | inhibition, %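 (compounds tested at 10 µM final in the well)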 | 65,000 tested, 0.1% active | AID 368; in the data active = inhibition above about 50%
SF-1 act – activators of human nuclear receptor SF-1 | Q13285 | CHO-K1 Gal4-SF-1 LBD luciferase reporter; % increase over DMSO SF-1-specific signal | activation, % at 10 µM | 65,000 tested, 1.9% active;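 active = activation above the mean activation of all tested compounds plus 3 SD, cut at about 50% in these data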
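Assay system: CHO-K1 cells co-transfected with Gal4 DBD–human SF-1 LBD, 5xGal4 luciferase reporter / Input: 4,000 cells per well / Incubation: 20 h compound exposure at 37 °C after 1 h cell settling / Detection: SteadyLite luciferase luminescence / Control set: DMSO negative control and −SF1 background wells / Replication: one test per compound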
Hsp90 inh – displaces geldanamycin probe from tumor Hsp90 | inhibition, % at 30 µM | AID 429 | 64,000 tested, 0.35% active | NCI-N417 lysate Hsp90, Cy3B-geldanamycin FP displacement | P07900;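 active = inhibition above 50%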;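 note: 0% = tracer plus lysate wells and 100% = tracer alone without lysate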
D1 allo mod – allosterically modulates the human D1 dopamine receptor | HEK293 D1, CRE-luciferase, dopamine EC30 potentiation; actives deviate in either direction | 58,000 tested, 5.9% active | P21728 | B-score at 10 µM | AID 641;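 active = luminescence count or its row- and column-corrected plate score outside the 99.7% band of the plate's sample wells, on either side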
Target sequence (P21728 whole entry, looked up): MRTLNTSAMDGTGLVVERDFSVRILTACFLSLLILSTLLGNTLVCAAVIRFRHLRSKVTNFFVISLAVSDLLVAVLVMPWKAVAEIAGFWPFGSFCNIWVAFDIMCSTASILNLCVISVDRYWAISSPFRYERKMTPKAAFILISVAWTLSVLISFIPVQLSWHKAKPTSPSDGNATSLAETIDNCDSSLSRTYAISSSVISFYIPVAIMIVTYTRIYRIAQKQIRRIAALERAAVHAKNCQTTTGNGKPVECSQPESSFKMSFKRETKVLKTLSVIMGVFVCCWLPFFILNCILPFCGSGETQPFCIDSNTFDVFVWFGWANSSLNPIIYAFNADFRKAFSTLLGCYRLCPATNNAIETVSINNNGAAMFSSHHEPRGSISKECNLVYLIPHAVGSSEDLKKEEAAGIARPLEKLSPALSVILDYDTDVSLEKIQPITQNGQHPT
RORA act – activators of human nuclear receptor RORA; CHO-K1 Gal4-RORA LBD luciferase reporter, luminescence; percent increase over mock-subtracted basal signal; activation, % at 10 µM; 65,000 tested, 1.5% active;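 active = activation above the mean of all tested compounds plus 3 SD, cut at about 49% in these data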;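 note: 0% = DMSO-treated RORA cells and 100% = added signal equal to DMSO minus mock-transfected cells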
Her2 expr inh – inhibitors of human Her2 kinase expression; SKBR-3 HER2 protein level, AlphaScreen, 18-24 h; stronger effect = lower value; 65,000 tested, 0.69% active; P04626; HER2 level % of control, % at 10 µM; AID 645;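 active = HER2 level under 5% of the carrier-only control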;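 note: 100% = DMSO carrier and 0% = 500 nM PU-H71 HSP90 inhibitor; lower value means stronger loss of Her2 protein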
Active calls of the source: *; / = not tested or not shown. Hits appear at their usual frequency; 8.9% or so of the library scored in one or more.

SMILES	TNAP act mid DEA	FXIIa mix inh	MKP-1 inh	Cdc25B inh	SF-1 act	Hsp90 inh	D1 allo mod	RORA act	Her2 expr inh
CCCN1CCN(CCCNC(=O)Cn2ncc3c4ccccc4n(C)c3c2=O)CC1	0.9	0	5	-8	-3	-4	0.053	-7	68
COC(=O)c1cccc(NC2CC(=O)N(c3ccc(OC)c(OC)c3)C2=O)c1 (configuration not stated)	0.9	7	-1	2	-2	-3	/	-18	113
COC(=O)C1=C(C)NC(=O)CC1c1ccccc1F (configuration not stated)	0.9	1	7	1	8	1	/	-13	92
CC(C)(O)C1=NOC(c2ccccc2)C1 (configuration not stated)	0.9	2	-3	4	-2	-2	/	-2	134
COc1cccc(C2=NOC(C(=O)NCc3ccc(F)cc3)C2)c1 (configuration not stated)	0.9	10	-6	8	8	-1	0.78	-4	89
CC(C)c1ncc(C(O)c2cccc3ccccc23)n1C (configuration not stated)	0.9	-15	2	-1	0	-3	0.53	-12	55
CC1CN(C)C(C)CC1NCc1ccc2c(c1)OCO2 (configuration not stated)	0.9	3	0	-11	15	-5	0.72	-6	89
CCCCCCn1c(N2CCN(c3cccc(Cl)c3)CC2)nc2c1c(=O)[nH]c(=O)n2C	0.9	-13	32	1	-9	-4	2.1	-21	62
CN(C)S(=O)(=O)c1ccc(C(=O)OCc2ccc(C#N)cc2)cc1	1	4	-7	-6	3	-1	/	-1	101
CC(=O)OCC(=O)c1ccc2ccn(C(C)=O)c2c1	0.9	-6	0	-5	7	-4	0.34	-7	65
CCN1CCCC1CNC(=O)Cn1ncc2c(=O)oc3ccc(C)cc3c21 (configuration not stated)	0.9	8	3	-10	/	/	/	/	107
CC(=O)N1CCc2cc(S(=O)(=O)CCC(=O)N3CCN(c4ccccn4)CC3)ccc21	0.9	3	-4	-5	-1	-5	0.6	-18	133
C=CCC1(O)C(=O)Nc2ccccc21 (configuration not stated)	0.9	7	7	0	-11	1	0.061	-7	72
CN(C)c1nc(N)nc(CSc2nnnn2C)n1	1	1	-2	-4	-6	-3	0.37	14	119
COCCCNc1nc(=S)[nH]c2cc(OC)c(OC)cc12	0.9	0	14	-5	-6	-3	-0.16	-9	82
NC(=O)CCS(=O)(=O)CCN1CCCCC1	1	8	1	-1	6	-4	-0.052	0	106
CCOc1ccc(NC(=O)Cn2nnc(-c3ccccc3F)n2)cc1	0.9	3	-5	-5	7	-1	-0.42	-17	80
CCOC(=O)C1CCN(C2CC(=O)N(c3ccc(OCC)cc3)C2=O)CC1 (configuration not stated)	1	-1	27	1	5	1	-0.14	-18	93
O=C(CSc1nc2ccccc2o1)NCC(=O)c1ccccc1	0.9	9	-6	8	-15	0	2.2	18	87
CCC(CC)C1C(C#N)=C(N)Oc2n[nH]c(C)c21 (configuration not stated)	0.8	6	-11	-18	4	-2	-0.26	-1	132
CC(C)CSc1nc2ccccc2n1CC(N)=O	0.8	-5	-6	7	-17	1	-0.25	6	114
CCOCCc1nnc(NC(=O)CSc2ccccc2)s1	0.9	1	15	-2	-4	-9	0.65	-8	111
O=C(O)C1C2C=CC(C2)C1C(=O)N1CCc2ccccc21 (configuration not stated)	1	9	7	-3	10	-4	0.49	-2	101
O=c1n(-c2ccccc2)c(=O)n2n1CCC2	1	-19	-15	-8	-11	1	/	0	103
CC(=O)Nc1sc2c(c1C(=O)N1CCOCC1)CCCCC2	1	22	8	0	8	-2	0.12	-23	104

Single values from above.
`CCCN1CCN(CCCNC(=O)Cn2ncc3c4ccccc4n(C)c3c2=O)CC1` in Cdc25B inh = -8
`C=CCC1(O)C(=O)Nc2ccccc21` (configuration not stated) in Hsp90 inh = 1
`CC(=O)Nc1sc2c(c1C(=O)N1CCOCC1)CCCCC2` in Her2 expr inh = 104
`COc1cccc(C2=NOC(C(=O)NCc3ccc(F)cc3)C2)c1` (configuration not stated) in Her2 expr inh = 89

The main list resumes with the six entries that preceded the break.
SMILES	TNAP act mid DEA	FXIIa mix inh	MKP-1 inh	Cdc25B inh	SF-1 act	Hsp90 inh	D1 allo mod	RORA act	Her2 expr inh
CCC(CC)C1C(C#N)=C(N)Oc2n[nH]c(C)c21 (configuration not stated)	0.8	6	-11	-18	4	-2	-0.26	-1	132
CC(C)CSc1nc2ccccc2n1CC(N)=O	0.8	-5	-6	7	-17	1	-0.25	6	114
CCOCCc1nnc(NC(=O)CSc2ccccc2)s1	0.9	1	15	-2	-4	-9	0.65	-8	111
O=C(O)C1C2C=CC(C2)C1C(=O)N1CCc2ccccc21 (configuration not stated)	1	9	7	-3	10	-4	0.49	-2	101
O=c1n(-c2ccccc2)c(=O)n2n1CCC2	1	-19	-15	-8	-11	1	/	0	103
CC(=O)Nc1sc2c(c1C(=O)N1CCOCC1)CCCCC2	1	22	8	0	8	-2	0.12	-23	104
Cn1nnc2cc(NC(=O)N3CCN(c4ccccn4)CC3)ccc21	0.9	4	-15	-9	-1	-4	0.025	-15	99
COCCCNC(=O)c1ccc(N2CCCC2)c(NS(=O)(=O)c2ccc(C)cc2)c1	0.9	7	4	2	17	0	-0.32	-18	111
O=C(O)CCC(=O)c1ccc2c(c1)OCCO2	0.8	14	-3	-3	2	-3	-0.07	0	89
COc1cccc(-n2c(Cc3cc(=O)[nH]c(=O)[nH]3)nnc2SCC(=O)N2CCCC2)c1	0.9	-5	4	-21	14	-1	0.51	-5	90
COCCn1c(=N)c(C(=O)NCc2ccco2)cc2c(=O)n3ccccc3nc21	1	-17	-7	-15	11	-7	0.12	21	86
CN(C)c1nc2c(c(=O)[nH]c(=O)n2C)n1Cc1ccccc1Br	0.9	8	-6	14	-1	-2	-0.61	8	103
COC(=O)C1=C(C)N(CC2CCCO2)C(=O)C1 (configuration not stated)	1	-27	10	-5	1	0	-0.33	19	91
COC(=O)Nc1nnc(-c2ccccc2Cl)s1	0.9	8	6	-1	29	-6	0.075	33	100
CCCC(c1nnnn1CC(=O)OCC)N(Cc1cc2ccc(C)cc2[nH]c1=O)C1CCCC1 (configuration not stated)	0.9	3	-19	1	-8	-5	/	13	97
CC(NC(=O)Cc1ccsc1)c1ccc(S(N)(=O)=O)cc1 (configuration not stated)	0.9	2	12	-13	-5	/	/	-2	102
CCOC(=O)C(C)C1(O)c2ccccc2-c2ncccc21 (configuration not stated)	0.9	2	2	-1	10	0	-1.1	19	67
Cc1c(Cl)cccc1N(CC(=O)N1CCCCCC1)S(C)(=O)=O	0.9	3	-7	9	14	-3	0.024	10	103
C=CCC(=O)OCC(=O)Nc1ccc(Oc2ccccc2)cc1	0.9	-17	-1	-1	2	/	/	-8	70
CN1CCN(C(=O)CSc2nc(-c3cccs3)ccc2C#N)CC1	0.9	/	-2	-15	23	-20	0.41	17	169
COC(=O)c1cc(/C=C/c2ccccc2)on1	0.9	7	2	-2	-7	-4	-0.022	9	97
O=C(NCC(c1cccnc1)N1CCN(c2ccccc2)CC1)C1CCCCC1 (configuration not stated)	/	/	-3	11	-12	-1	0.56	11	90
Cc1cc(C)nc(NC2=NCCN2C(=O)Nc2ccc(Cl)c(Cl)c2)n1	1	12	11	1	-2	-1	-0.082	6	109
CC(=O)C(C)Oc1ccc2c3c(c(=O)oc2c1)CCCCC3 (configuration not stated)	0.9	5	-2	-2	54*	-5	1.5	20	95
CN(c1ccccc1C(=O)Nc1ccc(S(=O)(=O)N2CCCCC2)cc1)S(C)(=O)=O	1	-4	5	-13	0	-1	0.22	-5	106
N=c1n(CCO)c2ccccc2n1CCOc1ccc(Cl)cc1Cl	1	4	0	-1	-18	0	-1.8	6	2.4*
O=C(CCN1C(=O)COc2ccccc21)NCCCN1CCN(c2ccc(F)cc2)CC1	0.9	-18	-12	-13	14	1	-2.7*	5	94
O=C(O)CC(c1ccc(Cl)cc1)n1cccc1 (configuration not stated)	0.8	1	6	11	-1	0	0.58	-4	81
CCOC(=O)C1CCCN(C(=O)CCCn2nc(C)n3c(cc4sccc43)c2=O)C1 (configuration not stated)	1	0	8	-12	21	-3	1.3	10	81
CC(NC(=O)CCC(=O)NC(C)C1COc2ccccc2O1)C1COc2ccccc2O1 (configuration not stated)	0.9	-16	1	-20	-1	-6	-0.2	4	137
CCOC(=O)CSc1nnc(Cn2c(=O)sc3ccccc32)n1-c1ccccc1C	1	7	5	-11	2	1	0.75	1	51
More records follow.
SMILES	TNAP act mid DEA	FXIIa mix inh	MKP-1 inh	Cdc25B inh	SF-1 act	Hsp90 inh	D1 allo mod	RORA act	Her2 expr inh
NC(=O)COc1c(-c2ccccc2)oc2ccccc2c1=O	0.9	-1	3	-7	-10	0	2.6*	-6	78
Cc1cc(NC(=O)CCC(=O)N(c2ccc(F)cc2)C2(C(=O)NC3CCCCC3)CCCC2)no1	0.9	10	19	-2	-4	-1	-0.11	31	94
CC(C)OC(=O)c1c2nc3ccccc3nc2n2c1[nH]c(=O)c1ccccc12	1.1	-7	-1	4	-8	14	0.11	27	79
CC1CCCN(S(=O)(=O)c2ccc(C(=O)Nc3nnc(-c4ccccc4Cl)o3)cc2)C1 (configuration not stated)	0.8	7	5	18	-2	-3	-0.86	2	63
COC(=O)C1=C(N)Oc2cc(C)n(CCN3CCOCC3)c(=O)c2C1c1cccnc1 (configuration not stated)	0.9	2	13	-3	-7	-1	/	15	79
C=CCn1c(C)c(C(C)=O)c(SC)nc1=S	0.9	5	-5	-2	-6	-6	-0.34	-13	91
CN(C)c1cccc(C(=O)NC2CCCCCC2)c1	0.9	1	-4	-5	75*	-5	-0.066	26	63
CC1(C)CC(=O)C(C2=NC(C)(C)Cc3ccccc32)=C(O)C1	0.8	/	-16	9	2	5	/	-5	90
COc1cc2nc(COc3ccc(C#N)cc3)n(CC#N)c(=O)c2cc1OC	1	-17	28	-15	-10	-4	1.3	-5	82
